# Assay outcomes (PubChem)
# S1P1 ag pot: agonists and agonism potentiators of human S1P1 receptor | P21453 | S1P1 CRE-bla cells, forskolin, beta-lactamase FRET, potentiator mode; S1P1 agonist co-added at EC20, 2 nM; 100% = saturating reference agonist, 0% = basal | activation, % at 9.5 µM | 0.57% of 56,000 active | AID 449;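 active = activation above a cutoff set at the mean activation of all tested compounds plus 3 SD, cut at about 54% in these data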;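 note: forskolin at 4 µM as EC80 and the EC20 agonist is SEW2871; 100% = SEW2871 at its EC100 plus forskolin at EC80; some compounds past the cut are filed as inactive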
# 5HT1E ag: 5-HT1E (human) receptor agonism; CHO 5-HT1E Ga15 NFAT-bla reporter, FRET; 0% DMSO wells, 100% control agonist wells; AID 574; 0.69% of 65,000 active; activation, % at 6 µM; P28566;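 active = activation above a set limit, the screen-wide mean activation plus 3 SD, cut at about 8.5% in these data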;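 note: 100% = positive control agonist at 1 µM giving full maximal response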
# Target sequence (P28566 whole entry, looked up): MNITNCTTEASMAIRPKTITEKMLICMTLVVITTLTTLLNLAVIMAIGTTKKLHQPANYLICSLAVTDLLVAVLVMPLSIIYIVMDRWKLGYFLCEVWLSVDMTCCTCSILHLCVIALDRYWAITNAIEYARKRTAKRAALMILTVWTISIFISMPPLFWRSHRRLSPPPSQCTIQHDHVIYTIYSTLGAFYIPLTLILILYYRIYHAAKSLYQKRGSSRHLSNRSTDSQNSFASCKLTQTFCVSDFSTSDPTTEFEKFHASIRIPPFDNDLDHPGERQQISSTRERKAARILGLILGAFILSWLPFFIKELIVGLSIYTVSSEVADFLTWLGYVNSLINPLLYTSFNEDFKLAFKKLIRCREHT
# D1 allo mod: allosteric modulators of human D1 dopamine receptor; HEK293 D1, CRE-luciferase, dopamine EC30 potentiation; actives deviate in either direction; P21728; AID 641; 5.9% of 58,000 active; B-score at 10 µM;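 active = luminescence count or its row- and column-corrected plate score outside the 99.7% band of the plate's sample wells, on either side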
# Jurkat viability: cytotoxic compounds reducing Jurkat cell viability; inhibition, % at 4 µM; AID 463; 1.2% of 56,000 active; Jurkat E6.1 viability, ATP luminescence, 48 h;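 active = inhibition above the mean inhibition of all tested compounds plus 3 SD, cut at about 28% in these data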
# 5-HT1A blocker: 5-HT1a (human) receptor antagonism. P08908. inhibition, % at 10 µM. 0.68% of 62,000 active. CHO 5-HT1a Ga15 NFAT-bla reporter, antagonist mode;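 active = inhibition above the mean of all tested compounds plus 3 SD, cut at about 43% in these data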;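 note: receptor stimulated by 5-CT agonist at 100 nM near EC80; beta-lactamase reporter measured by ratiometric fluorescence of a cleavable substrate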
# S1P3 ag: activates the human S1P3 receptor; Q99500; S1P3 NFAT-BLA reporter cells, agonism, FRET ratio; relative to 1 µM S1P, basal subtracted; activation, % at 4.5 µM; 0.1% of 60,000 active; AID 373;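 active = activation above the screen-wide mean plus 3 SD, cut at about 4.5% in these data, passing the limit was not always enough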; note: some compounds called inactive have numbers as strong as hits
# Target sequence (Q99500 whole entry, looked up): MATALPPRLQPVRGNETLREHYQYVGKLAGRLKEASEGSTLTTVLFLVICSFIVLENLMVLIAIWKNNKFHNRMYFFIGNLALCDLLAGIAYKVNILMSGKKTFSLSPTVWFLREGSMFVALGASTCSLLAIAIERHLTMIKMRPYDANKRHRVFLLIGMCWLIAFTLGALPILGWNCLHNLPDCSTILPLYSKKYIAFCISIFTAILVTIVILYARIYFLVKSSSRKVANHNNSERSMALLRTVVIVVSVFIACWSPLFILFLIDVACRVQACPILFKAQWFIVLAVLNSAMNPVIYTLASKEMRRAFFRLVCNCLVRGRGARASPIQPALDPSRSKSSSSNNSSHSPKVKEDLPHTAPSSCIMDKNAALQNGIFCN
#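 Material: Human S1P3 NFAT-BLA reporter CHO cells | Incubation: Overnight plating, 4 h compound 37 °C, 2 h substrate RT | Signal: FRET β-lactamase substrate fluorescence, excitation 405 nm, 460/535 nm emission ratio, background-subtracted | Compound: 4.5 µM final, single dose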
# HEK293 NFkB inh: inhibitors of the PMA/ionomycin-induced NF-kB reporter in HEK293 cells. HEK-293 NF-kB luciferase reporter, luminescence. inhibition, % at 3 µM. 0.21% of 62,000 active;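 active = inhibition above the mean of all tested compounds plus 3 SD, cut at about 40% in these data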;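 note: 0% = stimulated DMSO wells and 100% = 10 µM reference inhibitor 5653914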
#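 Timing: 1 h pretreatment, 16 h stimulation, 37 °C; system: HEK-293 cells with stable firefly luciferase reporter driven by four HIV NF-kB elements; doses: 3 µM once, 0.30% DMSO; measured by: luciferase luminescence; control set: DMSO and 10 µM reference inhibitor; repeats: single test; reagent: PMA plus ionomycin mix as NF-kB-activating stimulus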
# 5HT1a ag: 5-HT1a (human) receptor agonism; P08908; CHO 5-HT1a Ga15 NFAT-bla reporter, FRET ratio; 0% basal, 100% maximal reference agonist; activation, % at 10 µM; 0.56% of 65,000 active; AID 567;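 active = activation above the screen-wide mean activation plus 3 SD, cut at about 19% in these data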;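 note: 0% = DMSO wells and 100% = 5-CT at EC100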
# 5HT1E antag: 5-HT1E (human) receptor antagonism. CHO 5-HT1E Ga15 NFAT-bla reporter, FRET, antagonist. inhibition, % at 6 µM. 0.99% of 65,000 active. AID 571;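 active = inhibition above a set limit, the mean inhibition across every tested compound plus 3 SD, cut at about 29% in these data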;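 note: signal is the 460 over 535 nm emission ratio of beta-lactamase substrate; 0% = agonist plus DMSO wells and 100% = wells without agonist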
# * = called active by the depositor; . = no result given.
SMILES,S1P1 ag pot,5HT1E ag,D1 allo mod,Jurkat viability,5-HT1A blocker,S1P3 ag,HEK293 NFkB inh,5HT1a ag,5HT1E antag
Cc1c(-c2nc(N)nc(Nc3ccc(F)cc3)n2)oc2ccccc12,-17.9,2.0,1.62,14.9,19.9,-1.1,-22.9,0.2,9.9
Nc1[nH]ncc1C(=O)Nc1cccc(C(F)(F)F)c1,1.3,-0.9,-0.0331,-3.1,-0.8,-0.8,20.3,0.2,7.4
CCN(CC)S(=O)(=O)c1ccc(-c2nnc3sc4cccc(C)c4n23)cc1,-8.9,0.6,-0.223,9.8,0.5,-1.3,9.3,-1.5,7.0
CCNc1nc(Oc2ccc(=O)n(C)n2)nc(N2CCOCC2)n1,-2.4,0.3,0.352,-10.0,-9.8,0.7,3.9,-2.5,-8.6
C=CCNC(=O)CSc1ccc(Cl)cc1,.,-1.3,-0.023,2.0,7.7,-1.0,22.3,-4.0,13.2
Cc1ccccc1OCCCN1C(=O)C(=O)c2cccc(C)c21,-5.3,1.8,1.85,-5.4,-9.3,0.1,0.3,-1.8,2.3
COc1ccc(OC)c(-c2cc(C(=O)N3CCc4ccccc4C3)no2)c1,-20.5,-0.5,0.0208,-6.4,-3.1,0.1,4.9,1.6,1.4
O=C(Nc1ccc(Cl)c(C(F)(F)F)c1)C1CCCN(S(=O)(=O)c2cnc[nH]2)C1 (stereo not drawn),-21.1,1.1,-1.22,-0.8,-34.0,0.9,-8.8,-1.2,-11.3
COc1ccc(C2C(C(=O)Nc3cccnc3)=C(C)Nc3nc(-c4cccs4)nn32)cc1OC (stereo not drawn),-1.5,1.2,0.053,-9.3,0.0,-0.5,0.4,0.2,-0.8
COC(=O)CN1C(=O)CC(C)(C)Sc2ccccc21,-14.1,1.6,0.108,-7.8,-8.6,-1.1,-3.0,-2.6,-1.6
CS(=O)(=O)NCc1nnc(SCc2ccccc2C(F)(F)F)o1,4.0,-2.0,-0.361,2.7,-5.6,-0.3,6.7,-2.9,8.8
Cc1ccc(NC(=O)c2ccc(NS(=O)(=O)c3c(C)noc3C)cc2)cc1C,-2.6,-0.7,-2.24,-2.5,-16.6,0.3,4.1,-4.3,-10.9
Nc1nc(SCC(=O)N2CCc3ccccc3C2)[nH]c(=O)c1-c1ccccc1,.,-1.4,0.371,-0.6,2.0,-0.5,3.3,-1.5,15.2
Nc1ccccc1OCCOCCOCCOc1ccccc1N,-1.5,1.0,0.188,-3.1,-4.0,0.4,-4.7,-3.5,-13.3
Cc1csc(N(C)C(=O)CSc2nnc(COc3ccccc3C)o2)n1,.,-1.9,.,.,-5.3,.,18.9,-0.3,-5.8
Cc1nc(SCC(=O)NCc2ccco2)c2c(C)c(C)sc2n1,-6.6,0.3,1.91,0.7,-5.5,0.6,15.3,-0.6,5.7
CCn1c2ccccc2c2cc(CN3CCN(C(=O)c4ccco4)CC3)ccc21,-31.2,1.0,-0.472,-2.2,-11.7,-0.6,2.9,-2.0,-6.1
CCOC(=O)N1CCN(C(=O)c2ccccc2Oc2ccccc2)CC1,.,-1.1,-0.341,0.2,7.3,-0.8,12.0,-1.4,0.6
CC(C)=C(NC(=O)c1ccccc1)C(=O)NCCCC(=O)O,-13.7,0.7,.,-3.0,-4.8,-0.4,15.1,-0.6,-6.7
Cc1ccc(NC(=O)CCC(=O)O)cc1F,-4.3,0.0,0.339,3.2,9.3,-0.8,2.5,-2.7,2.9
COc1cc(C2Nc3ccc4ncccc4c3C3=C2C(=O)CCC3)cc(OC)c1O (stereo not drawn),10.4,-1.2,1.28,71.1*,10.1,-0.5,14.4,0.6,-1.9
NS(=O)(=O)c1ccc(CCNC(=O)NC2(C(F)(F)F)Oc3ccccc3O2)cc1,.,0.0,0.333,.,15.0,.,-0.4,1.4,3.3
COc1ccc(N(CC(=O)Nc2ccc3c(c2)OCO3)S(=O)(=O)c2c(C)nn(C)c2C)cc1,-2.3,0.1,-0.804,2.1,0.1,0.5,-2.8,2.0,-3.5
CCCOC(=O)c1sc2nc3c(cc2c1N)C(=O)CCC3,-12.9,0.4,-1.04,4.7,-4.6,-1.0,-21.6,-0.6,4.7

# 9 compounds from above, arranged by heavy-atom count, high to low:
SMILES,S1P1 ag pot,5HT1E ag,D1 allo mod,Jurkat viability,5-HT1A blocker,S1P3 ag,HEK293 NFkB inh,5HT1a ag,5HT1E antag
COc1ccc(N(CC(=O)Nc2ccc3c(c2)OCO3)S(=O)(=O)c2c(C)nn(C)c2C)cc1,-2.3,0.1,-0.804,2.1,0.1,0.5,-2.8,2.0,-3.5
COc1cc(C2Nc3ccc4ncccc4c3C3=C2C(=O)CCC3)cc(OC)c1O (stereo not drawn),10.4,-1.2,1.28,71.1*,10.1,-0.5,14.4,0.6,-1.9
NS(=O)(=O)c1ccc(CCNC(=O)NC2(C(F)(F)F)Oc3ccccc3O2)cc1,.,0.0,0.333,.,15.0,.,-0.4,1.4,3.3
Nc1nc(SCC(=O)N2CCc3ccccc3C2)[nH]c(=O)c1-c1ccccc1,.,-1.4,0.371,-0.6,2.0,-0.5,3.3,-1.5,15.2
Cc1csc(N(C)C(=O)CSc2nnc(COc3ccccc3C)o2)n1,.,-1.9,.,.,-5.3,.,18.9,-0.3,-5.8
Nc1ccccc1OCCOCCOCCOc1ccccc1N,-1.5,1.0,0.188,-3.1,-4.0,0.4,-4.7,-3.5,-13.3
Cc1nc(SCC(=O)NCc2ccco2)c2c(C)c(C)sc2n1,-6.6,0.3,1.91,0.7,-5.5,0.6,15.3,-0.6,5.7
CC(C)=C(NC(=O)c1ccccc1)C(=O)NCCCC(=O)O,-13.7,0.7,.,-3.0,-4.8,-0.4,15.1,-0.6,-6.7
CCCOC(=O)c1sc2nc3c(cc2c1N)C(=O)CCC3,-12.9,0.4,-1.04,4.7,-4.6,-1.0,-21.6,-0.6,4.7

# (more compounds)
SMILES,S1P1 ag pot,5HT1E ag,D1 allo mod,Jurkat viability,5-HT1A blocker,S1P3 ag,HEK293 NFkB inh,5HT1a ag,5HT1E antag
Cc1cc2ncn(C(=O)c3c(-c4c(Cl)cccc4Cl)noc3C)c2cc1C,-13.5,-1.1,-0.982,-10.5,2.9,0.2,5.8,-3.8,3.2
CCOC(=O)C1=C(CSc2nc(C)cc(C)c2C#N)OC(N)=C(C#N)C1c1cccs1 (stereo not drawn),5.5,-0.3,-0.108,.,.,-6.1,.,-2.3,-13.7
C=CCNC(=O)c1scc2c1CCCC2,22.5,0.6,0.674,-1.1,0.3,-0.9,-4.2,-4.3,-9.9
O=c1oc2c(CN3CCOCC3)c(O)ccc2c2c1CCC2,0.7,-0.6,-0.416,0.2,5.4,-2.1,20.1,-1.3,-2.6
Cc1cc(NS(=O)(=O)c2ccc(NC(=O)CCc3ccccc3)cc2)no1,-12.2,0.4,-0.167,-7.5,11.6,-0.8,2.6,0.0,-10.7
COc1ccc2[nH]cc(CCNC(=O)C3CCCNC3=O)c2c1 (stereo not drawn),-14.5,-0.1,-0.0238,-3.7,7.6,0.3,16.3,-1.3,3.6
Cc1ccc(S(=O)(=O)C(C#N)c2nc3ccccc3nc2N2CCCC2)cc1 (stereo not drawn),37.4,1.3,0.581,2.0,1.6,-0.3,-4.2,-0.3,2.0
CCOc1ccc(NC(=O)c2oc3ccccc3c2NC(=O)C(C)C)cc1,-23.1,0.2,-1.08,-2.9,-23.5,-0.6,12.5,-1.7,2.9
COCCn1nnnc1C(c1cccs1)N1CCN(c2cc(C)ccc2C)CC1 (stereo not drawn),4.8,-1.2,0.315,4.7,36.4,-0.9,6.5,-2.1,-0.4
O=C(NCc1ccc2c(c1)OCO2)c1cnc2n(c1=O)CCS2,-5.9,-0.7,0.0355,1.2,-7.4,-0.8,7.6,0.7,2.6
COCCN(CCOC)Cc1c(C)[nH]c2c(C)c(C)ccc2c1=O,-13.3,0.1,0.0693,1.9,5.3,0.5,-0.7,-1.0,-4.2
Cc1cc2nc3c(nc2cc1C)C1(C(=O)O)CCC3(C)C1(C)C (stereo not drawn),-4.5,-0.4,-0.581,-8.5,1.0,0.7,9.9,-1.7,-5.3
O=C(O)c1cc2nc(C3CC3)cc(C(F)(F)F)n2n1,-10.4,-0.7,.,-4.5,-5.0,-0.1,13.2,-1.8,-8.4
CCOC(=O)C1=C(C)N(CCO)C(=O)NC1c1cccc(O)c1 (stereo not drawn),-0.3,0.0,-0.191,-3.8,-8.9,-0.2,-4.9,-4.1,-11.1
COc1ccc(-c2nnc(SCC(=O)Nc3ncc(C)s3)n2-c2ccccc2)cc1OC,-30.3,0.0,3.65*,49.5*,-2.7,-0.1,12.2,2.5,13.7
Nc1c(NCc2ccccc2F)c(=O)[nH]c(=O)n1Cc1ccccc1,.,-1.7,0.459,.,4.1,.,14.5,81.1*,9.1
Cc1ccc(CS(=O)(=O)CCC(=O)N2CCOCC2)cc1,-4.7,-0.5,0.186,-0.1,8.0,0.4,2.7,-3.4,-7.7
CCC(C)c1c(O)nc(SCC(=O)c2ccccc2)[nH]c1=O (stereo not drawn),0.6,1.3,1.13,-6.1,11.0,-1.4,15.6,-3.5,0.9
CC1(C)Cc2c(c(=S)nc(-c3ccccc3)n2CCN2CCOCC2)CO1,.,0.8,0.022,0.4,3.6,-0.9,-0.6,-0.8,-10.8
CCOc1ccc(Cl)cc1S(=O)(=O)n1nnc2ccccc21,6.2,-1.9,0.368,-0.6,24.9,-1.8,1.8,-0.7,4.0
CCCCCCS(=O)Cc1ccccc1 (stereo not drawn),-10.7,-1.1,0.126,2.1,-5.5,10.2,6.9,-1.4,-0.1
CCn1c(=O)c2cc(S(=O)(=O)NCCOc3ccccc3)ccc2n(CC)c1=O,3.3,0.6,0.0368,4.3,-18.9,-0.9,20.9,-2.2,-0.3
O=c1[nH]c(NCc2ccco2)nnc1Cc1ccccc1Cl,.,-0.2,-0.126,.,6.9,.,18.0,1.0,9.6
O=C(Cn1cnc2c(cnn2-c2ccccc2)c1=O)NCc1ccccc1,0.9,-0.8,-1.08,35.9*,12.0,-0.5,12.7,-3.4,10.1
O=S1(=O)C=C(Sc2nc3cc(Cl)ccc3o2)c2ccccc21,80.1*,-0.9,-2.31*,99.4*,93.7*,-0.9,32.3,-3.8,80.0*
CCN(CC)C(=O)COc1ccc(Br)cc1Cl,.,-0.1,0.154,4.3,-7.9,-0.4,11.2,-0.3,-3.4
CCCCOc1ccc(C(=O)Nc2ccc(S(=O)(=O)Nc3cc(C)on3)cc2)cc1OC,6.0,0.5,-0.24,-3.4,-3.8,0.7,3.7,-0.4,1.6
CNc1oc(Cc2ccccc2)nc1S(=O)(=O)c1ccc(Cl)cc1,9.1,-0.1,1.09,1.3,-3.2,-0.8,8.5,-3.4,6.7
COCC(C)NC(=O)c1cc(-c2ccc(O)cc2)on1 (stereo not drawn),15.6,0.9,-1.09,3.7,-12.0,0.0,1.8,1.8,2.9
COc1ccc(N(CC(=O)NCc2ccco2)S(=O)(=O)c2c(C)nn(C)c2C)cc1,3.3,-0.6,-0.0146,-15.5,-9.6,0.2,0.5,0.1,-7.8

# Rows are unselected; overall some 8.3% were active at least once.
